# Screening data from PubChem BioAssay.
# CIT2 TOR yeast: yeast TOR pathway CIT2-GFP modulation; S. cerevisiae CIT2-GFP strain, flow cytometry, 3 h; 100 means same as DMSO wells; GFP response vs DMSO, % at 10 µM; 0.065% of 320,000 active;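 active means GFP response relative to DMSO above a set limit, near the screen mean plus 3 SD, cut at about 150% in these data; inconclusive means Fewer than 70 cells measured for a yeast strain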;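 further: ratio of well median GFP fluorescence to mean of DMSO wells on the plate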
# RPL19A TOR yeast: yeast TOR pathway RPL19A-GFP modulation | 0.3% of 330,000 active | percent response vs DMSO, % at 10 µM | S. cerevisiae RPL19A-GFP strain, flow cytometry, 3 h; stronger effect = lower value | AID 2025;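 active means percent response vs DMSO below 50%; inconclusive means fewer than 70 events counted for the yeast strain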;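 further: median channel GFP fluorescence of the barcoded RPL19A-GFP strain; ratio of sample median GFP to plate DMSO average so 100% = DMSO; lower means less RPL19A-GFP as with rapamycin TOR inhibition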
# AGP1 TOR yeast: modulators of TOR pathway AGP1-GFP in S. cerevisiae; S. cerevisiae AGP1-GFP multiplex flow cytometry, 3 h; GFP as percent of DMSO wells; GFP response vs DMSO, % at 10 µM; 0.02% of 320,000 active; AID 2066;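 active means GFP response relative to DMSO above a set limit, near screen average plus 3 SD, cut at about 150% in these data; inconclusive means fewer than 70 cells counted for the yeast strain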;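 further: median GFP channel fluorescence of the gated AGP1 strain per well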
# AHR activator: activators of human aryl hydrocarbon receptor; AHR-responsive luciferase reporter cells, luminescence; 2.5% of 320,000 active; activation, % at 5 µM; P35869; AID 2796; in the data active means activation above about 47%;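 further: 0% = vehicle wells and 100% = reference agonist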
# proCasp3 act: activates human procaspase-3. recombinant procaspase-3 D3A, Ac-DEVD-pNA absorbance 405 nm. 0.11% of 330,000 active. activation, % at 8.5 µM. AID 463141;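 active means activation above the mean of all tested compounds plus 3 SD, cut at about 21% in these data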;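 further: 0% = DMSO alone and 100% = DMSO wells spiked with extra 5 µM PC-3 D3A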
# Target sequence (P42574 whole entry D9A/D28A/D175A): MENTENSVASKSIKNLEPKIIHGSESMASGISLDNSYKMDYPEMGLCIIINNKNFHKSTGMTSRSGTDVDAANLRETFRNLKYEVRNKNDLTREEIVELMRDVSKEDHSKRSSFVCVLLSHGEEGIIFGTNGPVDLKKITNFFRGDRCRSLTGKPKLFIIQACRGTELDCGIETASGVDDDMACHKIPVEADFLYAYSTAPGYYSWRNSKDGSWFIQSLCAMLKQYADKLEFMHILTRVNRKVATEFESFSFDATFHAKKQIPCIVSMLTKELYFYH
#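 Evaluation: percent activation relative to control range; Material: Procaspase-3 D3A mutant, all three cleavage aspartates alanine; Compound: single dose, 8.5 µM nominal compound, 0.8% DMSO; Replication: one well per compound; Signal: absorbance at 405 nm, 0 and 120 min; Schedule: 1 h preincubation plus 2 h reaction at 25 °C.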
# LAP4 TOR yeast: yeast TOR pathway LAP4-GFP modulation. S. cerevisiae LAP4-GFP multiplex, flow cytometry GFP, 3 h; median GFP as percent of DMSO wells. GFP response vs DMSO, % at 10 µM. 0.34% of 320,000 active;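 active means GFP response vs DMSO above a set limit, about the screen mean plus 3 SD, cut at about 150% in these data; inconclusive means under 70 cell events counted for the yeast strain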
# MEP2-GFP yeast: yeast TOR pathway MEP2-GFP modulation; S. cerevisiae MEP2-GFP strain, flow cytometry GFP, 3 h; 100% = DMSO control level; GFP response vs DMSO, % at 10 µM; 0.51% of 330,000 active; AID 2016;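 active means GFP response versus DMSO above a set limit, roughly screen mean plus 3 SD, cut at about 180% in these data; inconclusive means fewer than 70 cells counted for a yeast strain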;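 further: median GFP fluorescence of the barcode-gated MEP2-GFP cells per well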
# procasp7 counter: activates human procaspase-7, counter-screen for procaspase-3 activators | 0.093% of 330,000 active | AID 463210 | P55210 | activation, % at 8.5 µM | recombinant procaspase-7, Ac-DEVD-pNA absorbance 405 nm; D23A/D198A/D206A triple mutant, cannot self-cleave; scale: DMSO 0, 5 µM enzyme 100;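 active means percent activation above the screen-wide mean plus 3 SD, cut at about 25% in these data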
# Target sequence (P55210 whole entry D23A/D198A/D206A): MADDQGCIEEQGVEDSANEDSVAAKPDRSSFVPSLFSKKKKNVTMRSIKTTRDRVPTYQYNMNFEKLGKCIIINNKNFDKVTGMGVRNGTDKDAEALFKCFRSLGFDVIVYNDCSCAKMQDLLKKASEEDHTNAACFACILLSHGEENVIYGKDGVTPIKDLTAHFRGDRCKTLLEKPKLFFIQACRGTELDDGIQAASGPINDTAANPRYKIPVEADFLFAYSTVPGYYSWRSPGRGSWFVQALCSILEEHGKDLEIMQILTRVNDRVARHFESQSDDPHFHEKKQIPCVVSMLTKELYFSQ
#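 Assay system: Uncleavable procaspase-7 mutant enzyme / Input: 2 µM procaspase-7 mutant as dispensed / Dosing: single nominal 8.5 µM compound dose, 0.8% DMSO final / Timing: 1 h enzyme–compound preincubation and 2 h substrate reaction, both 25 °C / Detection: p-Nitroaniline absorbance at 405 nm, read at 0 and 120 min / Replication: singlicate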
# Starred values were filed as active, the others as inactive; ? = inconclusive; nt = not tested or not shown; [ ] = another dose, or the depositor's remark. The list is partial; the hit share may differ from the screen's.
SMILES,CIT2 TOR yeast,RPL19A TOR yeast,AGP1 TOR yeast,AHR activator,proCasp3 act,LAP4 TOR yeast,MEP2-GFP yeast,procasp7 counter
CC(Cc1ccccc1)N1Cc2ccccc2C1 (stereo not given),99.8,103.3,107.7,4.1,5.7,98.8,101.2,14.8
O=C(Nc1cccc(Br)c1)c1c(O)c2c(n(Cc3ccccc3)c1=O)CCCC2,95.9,91.4,81.2,-0.7,3.8,106.7,109.0,-3.5
COc1cc(/C=N/NC(=O)CN2CC(c3ccccc3)CC2=O)ccc1OC(=O)N(C)C (stereo not given),102.2,99.9,100.7,-0.5,3.5,105.0,103.9,-0.9
O=c1[nH]c(O)c(/C=C2/C=CC(c3cc(Cl)ccc3Cl)=N2)c(=O)[nH]1,88.8,104.8,99.5,0.2,-8.9,98.5,101.8,-3.8
COCCOC(=O)c1c(N)n(Cc2ccccc2)c2nc3ccccc3nc12,98.5,102.2,104.2,12.7,-2.8,107.8,103.3,-6.0
O=C(O)c1cc(Oc2ccc(C(F)(F)F)cc2Cl)ccc1[N+](=O)[O-],73.3,98.6,81.7,-3.7,5.0,105.5,97.3,-9.3
CN(C)P1(N(C)C)=Nc2c(c(N)nn2C)C(c2ccccc2)=N1,105.1,99.2,98.0,6.7,5.5,103.1,101.2,-3.0
NC(=O)c1cn(C2OC(CO)C(O)C2O)c2ncnc(N)c12 (stereo not given),99.5,98.1,100.3,-4.1,4.6,104.6,103.9,2.7
CNc1ccc2oc(C[C@H]3O[C@@]4(CC[C@H]3C)O[C@H]([C@H](C)C(=O)c3ccc[nH]3)[C@H](C)C[C@H]4C)nc2c1C(=O)O,81.0,111.8,74.8,0.0,-11.8,133.3,113.2,-29.2
Clc1ccc(Cn2ccnc2)cn1,108.5,104.6,102.7,5.4,7.5,106.9,103.6,-5.2
CCOP(=O)(OCC)C(O)c1ccccc1 (stereo not given),116.1,93.9,119.0,-1.3,-0.8,109.8,85.6,-1.1
O=C(Nc1ccc2ccccc2c1)c1nn(C23CC4CC(CC(C4)C2)C3)cc1Br,96.1,101.8,104.1,2.5,1.8,109.2,102.8,2.9
CCOc1cc2c(cc1OCC)-n1cccc1C(c1ccc(OC(F)F)cc1)NC2 (stereo not given),92.2,96.9,83.7,0.1,-4.5,87.0,98.8,-2.4
Oc1c(Br)cc(Br)cc1CN1CCN(Cc2ccccc2)CC1,95.9,94.7,101.3,10.2,1.4,106.4,98.5,9.9
CCCN(CC#CCOc1ccc(OC)cc1)CCC,99.5,106.9,95.8,0.5,3.6,85.8,93.0,5.3
CCOC(=O)C(O)(c1ccc(NC(=S)NC(=O)c2ccc(Cl)cc2Cl)c(C)c1)C(F)(F)F (stereo not given),?,27.6*[may fluoresce violet],?,5.5,1.7,?,214.8*[may fluoresce violet],-0.7
COC(=O)C1=C(c2ccc(OC)c(OC)c2)C[C@@H]2CC[C@H]1N2C(=O)N1CCc2cc(OC)c(OC)cc2C1,104.6,102.2,112.5,-0.7,4.6,108.4,95.6,12.7
O=C(O)c1ccc(Cl)nc1,108.0,104.9,102.5,0.4,-6.9,92.8,102.5,12.3
CN(C)c1ccc(/C=C/C=C/c2sc3ccccc3[n+]2C)cc1,110.0,82.3,105.8,8.0,4.6,134.8,104.7,-3.7
COC(=O)C1=C(c2ccc(S(C)(=O)=O)cc2)C[C@@H]2CC[C@H]1N2C(=O)NCCNC(C)=O,103.3,102.0,114.2,1.8,5.1,94.2,101.4,-6.8

# Reprinted at random: 6 entries already listed
SMILES,CIT2 TOR yeast,RPL19A TOR yeast,AGP1 TOR yeast,AHR activator,proCasp3 act,LAP4 TOR yeast,MEP2-GFP yeast,procasp7 counter
CN(C)c1ccc(/C=C/C=C/c2sc3ccccc3[n+]2C)cc1,110.0,82.3,105.8,8.0,4.6,134.8,104.7,-3.7
CCOc1cc2c(cc1OCC)-n1cccc1C(c1ccc(OC(F)F)cc1)NC2 (stereo not given),92.2,96.9,83.7,0.1,-4.5,87.0,98.8,-2.4
O=C(Nc1ccc2ccccc2c1)c1nn(C23CC4CC(CC(C4)C2)C3)cc1Br,96.1,101.8,104.1,2.5,1.8,109.2,102.8,2.9
CCOP(=O)(OCC)C(O)c1ccccc1 (stereo not given),116.1,93.9,119.0,-1.3,-0.8,109.8,85.6,-1.1
COC(=O)C1=C(c2ccc(OC)c(OC)c2)C[C@@H]2CC[C@H]1N2C(=O)N1CCc2cc(OC)c(OC)cc2C1,104.6,102.2,112.5,-0.7,4.6,108.4,95.6,12.7
O=C(O)c1ccc(Cl)nc1,108.0,104.9,102.5,0.4,-6.9,92.8,102.5,12.3

# (more compounds)
SMILES,CIT2 TOR yeast,RPL19A TOR yeast,AGP1 TOR yeast,AHR activator,proCasp3 act,LAP4 TOR yeast,MEP2-GFP yeast,procasp7 counter
CN1C(=O)C(=Cc2sc(=O)n(-c3ccccc3)c2N(C)C)C(=O)N(C)C1=O,90.6,98.2,103.4,2.3,1.2,119.3,108.9,-3.7
c1ccc(C2CC3CC(c4ccco4)N2O3)cc1 (stereo not given),85.1,87.0,88.6,7.6,2.0,nt,103.8,-9.8
N#CC1=C(N)Oc2c(c(=O)oc3ccccc23)C1c1ccncc1 (stereo not given),96.4,96.3,93.2,2.7,3.4,97.7,104.1,-1.4
Cc1ccsc1C(=O)C1CCCN(Cc2cc3ccccc3o2)C1 (stereo not given),102.4,96.7,104.3,3.2,-1.1,99.2,96.9,-3.7
COc1ccc(C2CN(C)CC2C(=O)c2ccc(C)cc2)cc1Cl (stereo not given),102.1,96.4,103.3,-0.3,-1.4,106.8,104.2,9.6
CCc1ccc(N2C(=O)CC(=O)NC2=O)cc1,104.3,101.4,104.6,7.1,-9.2,93.4,100.6,-1.4
CN1CCN(Cc2cn(C)c3ccccc23)CC1CCO (stereo not given),101.2,107.0,104.0,1.7,-0.8,92.8,108.9,-0.8
CCCCn1c(N)c(C(=O)NCc2cccs2)c2nc3ccccc3nc21,nt,103.7,103.3,39.2,46.4*,107.7,103.1,-5.2
CC1SC2(CN3CCC2CC3)NC1=O (stereo not given),97.0,92.1,96.8,2.5,-12.2,90.5,88.1,-8.0
O=C1Nc2ccccc2C1Cc1nc2ccccc2c(=O)n1-c1ccccc1 (stereo not given),102.2,97.6,97.8,9.4,1.3,99.1,97.0,1.3
C/C(=N\N1CCN(C)CC1)c1c(O)n(Cc2ccccc2)c(=O)[nH]c1=O,103.5,108.2,101.1,1.2,-1.0,98.1,98.6,3.5
CC1CN(O)C2CCc3c(no[n+]3[O-])C12O (stereo not given),103.9,97.1,101.1,2.0,-1.6,96.4,100.0,9.9
O=C1NC(=O)N(CCC2=CCCCC2)C(=O)/C1=C/c1cccs1,66.7,92.4,82.7,4.3,-27.6,184.9*,84.2,-21.6
CC(=O)OC1C2CCC1C(N1CCCCC1)CC2 (stereo not given),100.2,98.6,100.5,0.0,9.7,106.2,101.2,6.8
Cc1c(C(c2ccc(Cl)cc2Cl)c2c(O)c3ccccc3oc2=O)c(=O)n(-c2ccccc2)n1C (stereo not given),104.6,95.6,101.5,2.1,-4.6,100.6,98.7,12.9
O=C1NC(=O)C(=Cc2csc3ccccc23)C(=O)N1,100.1,102.2,100.5,2.1,-14.8,99.3,101.0,-7.6
C#CCN1C(=O)C2(C(C#N)=C(N)OC(C)=C2C(=O)OCc2ccccc2)c2ccccc21 (stereo not given),104.0,100.5,106.9,0.4,7.5,103.5,103.1,2.6
O=c1c2ccccc2nc(N2CCCC2)n1-c1ccc(Cl)cc1,97.9,94.2,97.0,4.9,-2.9,94.4,95.2,-1.4
CCN(CC)S(=O)(=O)c1cc(NC(=O)C(C)N2CC=C(c3ccccc3)CC2)ccc1C (stereo not given),85.5,91.5,100.3,0.5,2.8,118.5,104.2,-2.2
COc1ccc(NP(=O)(Nc2ccc(OC)cc2)Oc2ccccc2)cc1,96.6,99.0,94.8,1.2,-5.5,86.0,93.3,6.4

# In another format: results already given
CC1CN(O)C2CCc3c(no[n+]3[O-])C12O (stereo not given)
  CIT2 TOR yeast: 103.9
  RPL19A TOR yeast: 97.1
  AGP1 TOR yeast: 101.1
  AHR activator: 2.0
  proCasp3 act: -1.6
  LAP4 TOR yeast: 96.4
  MEP2-GFP yeast: 100.0
  procasp7 counter: 9.9
COc1ccc(NP(=O)(Nc2ccc(OC)cc2)Oc2ccccc2)cc1
  CIT2 TOR yeast: 96.6
  RPL19A TOR yeast: 99.0
  AGP1 TOR yeast: 94.8
  AHR activator: 1.2
  proCasp3 act: -5.5
  LAP4 TOR yeast: 86.0
  MEP2-GFP yeast: 93.3
  procasp7 counter: 6.4

# Carrying on:
SMILES,CIT2 TOR yeast,RPL19A TOR yeast,AGP1 TOR yeast,AHR activator,proCasp3 act,LAP4 TOR yeast,MEP2-GFP yeast,procasp7 counter
COc1ccc2c(c1)/C(=C/c1cnc[nH]1)C(=O)N2,96.5,103.1,98.6,248.3*,-12.7,119.8,98.6,-19.1
COc1cccc(C(=O)C2CCCN(Cc3ccon3)C2)c1 (stereo not given),nt,86.6,94.8,2.7,3.0,96.6,127.0,1.7
Cc1ccccc1CS(=O)(=O)Cc1ccc(C(=O)N2CCC3(CC2)OCCO3)o1,101.3,106.2,104.6,0.0,7.6,106.6,106.9,2.4
COC(=O)C1=C(c2ccccc2)C[C@@H]2CC[C@H]1N2C(=O)NCCNC(C)=O,102.8,103.5,111.0,-2.3,-1.0,94.8,108.2,0.2
CCCCCCN=C(CC)c1c(O)n(CCCC)c(=O)[nH]c1=O,97.9,102.3,97.4,4.6,-1.2,96.9,106.6,-1.2
COc1ccc(N2CCN(CCc3ccncc3)CC2)cc1,100.0,97.6,93.8,-0.1,-7.7,88.2,99.9,0.5
CCOc1cc2c(cc1OCC)-n1cccc1C(c1ccc(OC)c(OC)c1)NC2 (stereo not given),113.3,96.7,99.8,-0.8,1.8,95.7,101.5,1.5
Cc1cc(OC(C)C(=O)NCc2ccncc2)c2c3c(c(=O)oc2c1)CCC3 (stereo not given),117.0,109.7,122.3,4.8,-4.0,119.8,105.5,12.0
O=C(COc1ccccc1)N1CCN(CC2CC=CCC2)CC1 (stereo not given),106.9,104.7,96.0,2.8,-3.8,95.5,102.3,-5.2
C[C@@]1(CO)[C@H](O)CC[C@@]2(C)[C@H]1CC[C@H]1C[C@@H]3C[C@@]12CC[C@]3(O)CO,83.0,101.9,92.4,-1.7,-4.4,117.0,102.2,-4.8
O=C(Cc1ccc(Cl)cc1)NCCN1CCN(C(=O)Cc2ccc(Cl)cc2)CC1,136.8[may fluoresce green],96.6[may fluoresce green],107.6[may fluoresce green],2.4,5.1,100.0[may fluoresce green],106.9[may fluoresce green],5.0
